Screens as filed in PubChem.
DNMT1 block = inhibitors of human DNMT1 | P26358 | DNMT1 molecular beacon, Hinp1I cleavage, fluorescence | inhibition (reported as % activation of signal), % at 10 µM | 360,000 tested, 0.83% active | AID 588458; in the data active = inhibition above about 50%
NadD inh = inhibitors of Staphylococcus aureus NadD; inhibition, % at 20 µM; 360,000 tested, 0.78% active; AID 602399; purified NadD enzyme, colorimetric absorbance read-out; in the data active = inhibition above about 26%; note: some compounds past the cut are filed as inactive
MsrA inhibitor = inhibits bovine methionine sulfoxide reductase A; purified bovine MsrA, absorbance read-out; inhibition, % at 15.5 µM; 360,000 tested, 0.75% active; in the data active = inhibition above about 4.5%;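 note: 0% = vehicle wells with enzyme and 100% = reference inhibitor wells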
STEP inh = STEP (human) phosphatase inhibition. P54829. recombinant STEP, OMFP fluorogenic substrate, fluorescence. inhibition, % at 20 µM. 360,000 tested, 0.25% active;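 active = inhibition at 20 µM, scaled per plate between control wells, above about 37%, limit read from the data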;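 note: 0% = DMSO with enzyme and substrate and 100% = substrate only without enzyme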
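Test system: STEP tyrosine phosphatase / Reagent: OMFP at 25 µM / Doses: 20 µM, 1% DMSO / Read-out: percent inhibition scaled to no-enzyme and uninhibited-enzyme controls, plate-pattern corrected / Detection: FITC-channel fluorescence of OMFP product / Medium: Bis-Tris buffer pH 6.0, 2.5 mM DTT, 0.005% Tween 20 / Schedule: 20 min at room temperature, dark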
Scp-1 inhibitor = inhibitors of human Scp-1 phosphatase | inhibition, % at 20 µM | 340,000 tested, 0.88% active | Recombinant Scp1, phosphopeptide, malachite green phosphate absorbance | Q9GZU7 | AID 493091;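 active = inhibition above about 50% at 20 µM, limit read from the data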;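 note: plate controls were DMSO wells with enzyme for no effect and wells lacking enzyme for full effect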
Target sequence (Q9GZU7 76-261 limits assumed): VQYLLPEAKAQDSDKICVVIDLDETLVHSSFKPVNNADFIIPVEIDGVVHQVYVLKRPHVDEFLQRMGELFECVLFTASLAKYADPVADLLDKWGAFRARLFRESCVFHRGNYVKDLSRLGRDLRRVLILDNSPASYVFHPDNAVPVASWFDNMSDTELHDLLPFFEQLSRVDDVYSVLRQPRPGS
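Material: truncated SCP-1 phosphatase (76-261aa) / Buffer or medium: 50 mM Tris acetate pH 5.5, 0.005% Tween-20, 10 mM MgCl2 / Compound dosing: one concentration, 20 µM, with 1.0% DMSO / Incubation: 45 min room-temperature reaction, 5 min colour, 30 min stabiliser / Detection: colorimetric free-phosphate detection, absorbance 630 nm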
Rpn11 block = Rpn11 (human) deubiquitinase inhibition. calls only at 20 µM. human 26S proteasome, Ub4-pepOG fluorescence polarization; 20S core pre-blocked with epoxomicin. O00487. 360,000 tested, 0.59% active;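 active = inhibition at 20 µM, scaled to each plate's controls, above about 33%, limit read from the data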
TbMetRS inhib = blocks T. brucei methionyl-tRNA synthetase activity; purified T. brucei MetRS, ATP depletion, Kinase-Glo luminescence; inhibition, % at 11.9 µM; 360,000 tested, 0.4% active; AID 624268;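 active = inhibition above a per-plate cutoff of the control wells' mean inhibition plus 3 SD, cut at about 5.5% in these data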;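 note: 0% = DMSO wells median and 100% = median of wells with control inhibitor compound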
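System: purified T. brucei MetRS enzyme / Detection: Kinase-Glo luciferase luminescence reporting remaining unconsumed ATP / Medium: HEPES buffer with MgCl2, KCl, DTT, spermine, BSA, pyrophosphatase / Replication: singlicate, one well per compound / Evaluation: percent inhibition relative to median high and low control wells / Schedule: 2 h aminoacylation at 25 °C after 15 min preincubation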
LMPTP block = LMPTP (human) inhibition. P24666. AID 651560. 360,000 tested, 0.22% active. recombinant LMPTP-A, OMFP fluorogenic substrate, fluorescence intensity. inhibition, % at 20 µM;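 active = compounds that cut the enzyme signal by at least half of the control window in the single-dose screen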;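 note: plate controls were DMSO wells with enzyme plus substrate for no effect and substrate without enzyme for full effect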
Target sequence (P24666 whole entry, looked up): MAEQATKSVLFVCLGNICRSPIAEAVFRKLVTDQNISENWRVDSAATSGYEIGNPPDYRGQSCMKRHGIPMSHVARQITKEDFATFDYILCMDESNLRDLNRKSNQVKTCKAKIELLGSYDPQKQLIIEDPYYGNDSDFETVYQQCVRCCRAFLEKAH
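Test system – LMPTP-A enzyme · Amount – LMPTP-A at 0.625 nM final in the reaction · Buffer or medium – Bis-Tris pH 6.0, DTT, detergent · Reagent – OMFP 400 µM · Doses – single 20 µM dose · Schedule – reaction 50 min, room temperature, dark · Detection – fluorescence intensity of OMFP turnover product · Evaluation – percent inhibition versus substrate-only and uninhibited controls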
SUMO1-SIM PPI = SUMO1-SIM interaction modulation. P63165. SUMO1 binding to a labelled peptide, TR-FRET, 1 h. inhibition, % at 20 µM. 360,000 tested, 0.33% active. AID 602429; in the data active = inhibition above about 37%
Target sequence (P63165 whole entry, looked up): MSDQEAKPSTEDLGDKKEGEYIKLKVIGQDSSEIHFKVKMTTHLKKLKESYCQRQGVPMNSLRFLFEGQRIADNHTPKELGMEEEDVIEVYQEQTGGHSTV
CSN deneddyl inh = CSN deneddylation inhibition; Q92905; Purified CSN, SCF-Nedd8-OG deneddylation, fluorescence polarization; inhibition, % at 12.5 µM; 360,000 tested, 0.38% active; AID 651999;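 active = pattern-corrected inhibition above about 35%, with an unprinted fluorescence ratio check between 0.5 and 1.5, limit read from the data, passing the limit was not always enough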;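 note: 0% = enzyme with substrate and 100% = substrate without enzyme; some results filed as inactive read as strong as hits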
Target sequence (Q92905 whole entry, looked up, one chain of several): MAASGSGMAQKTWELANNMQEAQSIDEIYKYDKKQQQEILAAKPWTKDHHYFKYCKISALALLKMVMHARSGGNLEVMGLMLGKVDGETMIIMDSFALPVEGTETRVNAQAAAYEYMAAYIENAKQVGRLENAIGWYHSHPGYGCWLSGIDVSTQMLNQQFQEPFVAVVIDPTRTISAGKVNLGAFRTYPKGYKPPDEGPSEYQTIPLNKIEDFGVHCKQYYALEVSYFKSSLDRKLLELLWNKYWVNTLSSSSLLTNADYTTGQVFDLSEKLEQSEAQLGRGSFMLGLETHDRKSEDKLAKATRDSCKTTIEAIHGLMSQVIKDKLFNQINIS
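Assay system: HEK293T-derived human Csn5 enzyme; quantity: 0.24 nM enzyme; medium: Tris/NaCl/DTT buffer, pH 7.5; also added: substrate SCFSkp2-Nedd8OG, 10 nM; doses: 12.5 µM compound; schedule: 90 min reaction at room temperature; signal: FP; read-out: % inhibition of substrate cleavage by Csn5; benchmarks: substrate-only high control, full reaction low control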
The depositor's hits bear a star; i = inactive; . = no result given; & = joins results of further samples. An unsorted share of the library; any-hit rate near 3.9%.

entry	DNMT1 block	NadD inh	MsrA inhibitor	STEP inh	Scp-1 inhibitor	Rpn11 block	TbMetRS inhib	LMPTP block	SUMO1-SIM PPI	CSN deneddyl inh	Compound
1	-17	-4	0.6	0	-6	i	0.4	-0.4	1	3	COC(=O)c1[nH]c2ccc(Cl)cc2c1NC(=O)c1ccccc1[N+](=O)[O-]
2	-4	7	-0.8	-2	-2	i	-0.5	1.1	1	0	COc1ccc(C2(c3ccc(OC)cc3)NC(=O)N(CC(=O)Nc3ccc(N4CCOCC4)cc3)C2=O)cc1
3	-2	-4	-0.1	1	-6	i	-0.4	-0.1	-1	-6	C[C@@H](C(=O)NCc1ccccc1)[C@H]1C[C@]1(C)[C@H](NC(=O)OCc1ccccc1)c1ccccc1
4	3	2	0.7	-2	-8	i	3.0	-1.8	5	1	O=C(CSc1nnc(-c2c[nH]c3ccccc23)n1-c1ccc(F)cc1)NCc1ccco1
5	-3	2	1.4	2	-20	i	0.1	3.7	1	0	CCOc1ccccc1NC(=O)c1ccc(Cl)c(NC(=O)CC(c2ccccc2)c2ccccc2)c1
6	-6	-1	0.2	-3	-6	i	-0.8	1.1	-6	2	COc1ccc(-c2csc(Nc3cccnc3)n2)cc1OC
7	1	1	.	0	-8	i	-0.2	-1.5	2	0	COc1ccc(CN2CCOCC2)cc1Br
8	-4	-3	-1.0	5	-17	i	0.1	1.1	1	3	CCOC(=O)c1c(NC(=O)c2nn(CC)cc2Br)sc(C)c1C
9	-9	2	-0.1	1	-6	i	0.1	-3.7	-3	3	Cc1ccc(C)c(OCCCN2CCc3ccccc3C2)c1
10	-1	-6	0.4	0	-2	i	-2.7	0.4	0	-2	COCCNC(=O)C(c1cccs1)N(CCc1ccccc1)C(=O)Cn1nnc2ccccc21 (configuration not stated)
11	-17	19	-0.7	7	14	i	0.3	6.1	-30	1	O=C1/C(=C/c2ccc([N+](=O)[O-])cc2)C=C(c2ccccc2)N1c1ccc(O)cc1
12	-2	0	1.6	-2	-8	i	-0.3	-0.9	0	-5	CN(C)/C=C/C(=O)c1cccc(Oc2ncccn2)c1
13	0	-4	-1.2	0	-5	i	0.2	-1.1	2	0	O=C(NNC(=O)C1CCCO1)c1ccc(Cl)cc1 (configuration not stated)
14	1	-2	-0.3	-3	-2	i	-0.2	-1.6	-4	-1	O=C(CN1C(=O)CCC1=O)c1ccc(-c2ccccc2)cc1
15	-2	6	0.9	1	0	i	0.0	-0.5	2	3	COc1ccc(-n2c(SCc3ccc(C#N)cc3)nnc2-c2ccccn2)cc1
16	4	-10	0.1	2	-8	i	0.2	5.4	1	-3	CCOC(=O)c1cc(CC)sc1NC(=O)COC(=O)C1CCC1
17	1	-1	-0.7	0	1	i	-0.4	4.9	1	0	O=C(Cn1cc2c(n1)CCCCC2)Nc1c(F)cc(F)cc1Br
18	.	4	0.7	.	.	.	0.6	-1.7	2	-1	CCC(c1nnnn1-c1ccc2c(c1)OCCO2)N1CCN(C)CC1 (configuration not stated)
19	-3	-2	-2.1	0	-5	i	-0.7	-0.6	2	1	COc1ccc(NC(=O)COc2ccccc2F)cc1S(=O)(=O)N1CCCCC1
20	-1&0	-4&0	0.7&-0.9	-2&-3	-11&10	i	0.0&0.2	-0.4&-1.8	-1&2	-1&2	OCCN(CCO)CC(O)COc1ccc(Br)cc1 (configuration not stated)
21	2	0	0.3	0	-7	i	0.6	-0.5	1	-5	CCN(CC)C(=O)Oc1ccccc1NC(C)=O
22	-4	14	0.4	3	6	i	-0.9	3.0	-1	0	COc1cccc(-n2c(C)c3c(OC)cccc(=O)c3c2C)c1
23	5	2	-0.9	-4	0	i	-0.3	7.8	-4	28	O=C(CSc1nc(-c2cccs2)nc2ccccc12)NC1CCS(=O)(=O)C1 (configuration not stated)
24	-1	-9	1.2	3	-7	i	-0.6	0.4	-19	-3	CN(c1nc2ccccc2nc1Cl)S(=O)(=O)c1ccccc1
25	4	-7	-0.1	-3	9	i	-0.2	-1.0	-1	-3	CCCCc1nc2cc(C(=O)NCc3cc(C)n(C)n3)ccc2o1
26	1	-5	-0.4	3	7	i	0.6	0.0	0	-1	Cc1ncc(S(=O)(=O)C(C)(C)C)c(N)n1
27	1	-1	2.5	1	-5	i	-1.1	-0.6	4	-8	CC(=O)CCc1c(C)[nH]c2ccc(NC(C)=O)cc2c1=O
28	1	-4	-1.0	-3	2	i	-0.7	-0.1	5	-3	Clc1cnc(Nc2cccnc2)c(Cl)c1
29	-1	-12	0.6	-2	-3	i	-1.6	-0.3	2	3	O=C(CCNS(=O)(=O)c1ccc(Br)s1)NCc1ccccc1
30	-2	-5	-0.4	13	-4	i	-0.9	0.9	4	3	COc1ccc(N(CC(=O)NCCOc2ccccc2)S(=O)(=O)c2ccc(C)cc2)cc1

Part of the list above, with two lines to a compound.
Results follow in this order: DNMT1 block, NadD inh, MsrA inhibitor, STEP inh, Scp-1 inhibitor, Rpn11 block, TbMetRS inhib, LMPTP block, SUMO1-SIM PPI, CSN deneddyl inh
(16) CCOC(=O)c1cc(CC)sc1NC(=O)COC(=O)C1CCC1
 : 4, -10, 0.1, 2, -8, i, 0.2, 5.4, 1, -3
(17) O=C(Cn1cc2c(n1)CCCCC2)Nc1c(F)cc(F)cc1Br
 : 1, -1, -0.7, 0, 1, i, -0.4, 4.9, 1, 0
(18) CCC(c1nnnn1-c1ccc2c(c1)OCCO2)N1CCN(C)CC1 (configuration not stated)
 : ., 4, 0.7, ., ., ., 0.6, -1.7, 2, -1

(further entries)
entry	DNMT1 block	NadD inh	MsrA inhibitor	STEP inh	Scp-1 inhibitor	Rpn11 block	TbMetRS inhib	LMPTP block	SUMO1-SIM PPI	CSN deneddyl inh	Compound
31	7	7	1.1	1	2	i	-0.5	-1.4	-1	5	CC(=O)c1cnc(Nc2nc(C)c3ccc(C)cc3n2)nc1C
32	6	-5	-1.4	-2	6	i	-0.1	-0.1	-5	3	CCOc1ccc(CN2CCCC(CO)(Cc3ccccc3F)C2)cc1 (configuration not stated)
33	-24	-9	-0.8	0	-17	i	0.1	4.8	-3	4	CCC(C)NS(=O)(=O)c1ccc(NC(=O)C(Sc2ccccc2)c2ccccc2)cc1 (configuration not stated)
34	4	3	-0.7	1	-3	i	-0.7	-1.6	-5	-4	CC(C)(C)c1cc(CN2CCOCC2)c(C(=O)O)o1
35	2	1	-0.7	-3	-12	i	0.3	-0.5	2	-1	CC(C)(C)NC(=O)C(c1ccccn1)N(C(=O)c1csnn1)C1CCCC1 (configuration not stated)
36	-5	12	-0.4	10	0	i	5.9*	2.2	6	0	O=C(c1ccco1)N1CCN(C(=O)c2ccc(COc3ccc(Cl)cc3Cl)o2)CC1
37	-9	-5	-0.8	8	-12	i	-0.2	4.4	6	-1	Cc1cc(C)cc(S(=O)(=O)Cc2noc(C(=O)NCc3ccccc3)c2C(=O)NCc2ccccc2)c1
38	6	6	-1.0	7	.	i	1.1	11	2	2	Cc1ccn2c(Cc3ccccc3)c(-c3ccc(Br)cc3)nc2c1
39	0	-3	0.8	1	0	i	0.0	-0.5	3	0	Nc1cccc(C(=O)Nc2ccc(N)cc2Cl)c1
40	-1	-3	0.2	-3	0	i	-0.8	-0.4	1	-1	CCCCN(CC)CCNS(=O)(=O)c1ccc2c(c1)oc(=O)n2C
41	-4	-6	-0.4	2	-1	i	-0.2	3.6	2	0	CCN(CC)P(=O)(Nc1ccccc1Br)c1ccc(N(C)C)cc1NC(=O)c1ccco1 (configuration not stated)
42	0	-1	0.0	-2	-10	i	-0.4	-1.3	3	-4	CCOC(=O)N1CCc2c(sc(NC(=O)CN3CCOCC3)c2C#N)C1
43	1	-4	-0.5	6	-9	i	-0.4	0.4	3	-2	COc1ccc(C(=O)C2CCCN(C(=O)c3noc4c3CCCC4)C2)c(C)c1 (configuration not stated)
44	-9	18	.	11	-6	i	0.0	3.9	-13	7	CCc1ccc(-c2cc(C(=O)Nc3c(C)n(C)n(-c4ccccc4)c3=O)c3ccccc3n2)s1
45	4	-1	0.4	-3	-7	i	0.3	-1.8	-1	0	Cc1ccc(S(=O)(=O)Cn2cnnn2)cc1
46	1	1	-1.1	2	-12	i	-0.5	1.9	3	12	COc1ccc(-c2nc(CS(=O)(=O)CC(=O)NCc3ccccc3Br)c(C)o2)cc1
47	-2	-1	0.4	3	9	i	2.3	-0.7	2	-2	O=C(CSc1nnc(-c2c[nH]c3ccccc23)o1)N1CCCCC1
48	1	-1	-0.8	4	-1	i	0.1	-1.2	-21	-6	Cc1c([N+](=O)[O-])c([N+](=O)[O-])nn1CC(=O)NCc1cccnc1
49	9	-1	0.8	0	-9	i	0.5	1.2	-17	-3	O=c1oc2ccccc2cc1-c1nc(-c2cccs2)cs1
50	5	4	0.8	-4	-10	i	0.0	-0.9	1	-3	Fc1ccccc1N1CCN(CCCNc2ccc3nncn3n2)CC1
51	7	-7	-0.9	-10	0	i	-0.5	-2.8	0	-5	CN1C(=O)NC(NC(=O)C2CCCCC2)(C(F)(F)F)C1=O (configuration not stated)
52	-2	5	0.3	3	-5	i	-0.1	0.4	6	-2	O=C(O)c1cc(-c2ccc(Cl)cc2)n(-c2ccccc2)n1
53	0	7	1.1	0	-9	i	-0.5	-2.0	-1	-1	COc1cc(C(=O)NNC(=O)C2CC2)cc(OC)c1OC
